TRPC4 block – blocks the mouse TRPC4 cation channel; Q9QUQ5; HEK293 TRPC4beta/mu-opioid, DAMGO-evoked Fluo4 calcium flux; hits give low values; B-score at 10 µM; 300,000 tested, 0.39% active; AID 2247;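 active means B-score over 3 SD under the library average, no early fluorescence shift, positive overall ratio signal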
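Assay system: HEK293 cells with stable TRPC4beta plus mu-opioid receptor expression. Dosing: single dose. Measured by: Fluo4 Ca2+ flux fluorescence. Also added: DAMGO in two steps, submaximal then maximal. Read-out: B score from integrated Fluo4 fluorescence ratio.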
IEC-6 tox – counter-screen for KLF5 inhibitors: cytotoxicity in IEC-6 cells | AID 1825 | IEC-6 cytotoxicity, luminescence viability | 290,000 tested, 0.78% active | inhibition, % at 5 µM; in the data active means inhibition above about 22%;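 further: 0% = plate median of test compound wells and 100% = cytotoxic reference compound wells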
KLF5 inhibitor – inhibitors of KLF5 expression. DLD-1 KLF5 promoter-luciferase reporter, luminescence. inhibition, % at 5 µM. 290,000 tested, 0.23% active. AID 1700;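 active means inhibition above a per-plate limit of that plate's mean compound inhibition plus 3 SD, cut at about 60% in these data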;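 further: 0% = DMSO wells and 100% = LY294002 at 200 µM; higher means less KLF5 promoter-driven luciferase light; inactives centre near -14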
HIF activator – HIF pathway transcriptional activation | U2OS HRE-luciferase reporter, luminescence; normalized: DMSO 0%, desferrioxamine 100% | activation, % at 7.5 µM (by protocol) | 300,000 tested, 0.32% active;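 active means mean activation of at least 10% of the iron chelator positive control signal, with at least half of replicates also reaching 10%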
TRPC4 agonist – activators of mouse TRPC4 channel; HEK293 TRPC4beta/mu-opioid, Fluo4 calcium fluorescence; hits give high values; B-score at 10 µM; 310,000 tested, 0.49% active;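 active means B-score above 5 SD of library B-scores, and initial fluorescence ratio not above library mean plus 5 SD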;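 further: positive B-score marks a calcium rise read as TRPC4 activation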
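System – HEK293 cells stably co-expressing mouse TRPC4beta and mu-opioid receptor · Signal – Fluo4 calcium-sensitive dye fluorescence, kinetic, 1 Hz baseline · Benchmarks – buffer (low) and maximal DAMGO (high) · Read-out – B score of integrated fluorescence ratio per well · Incubation – dye loading 45 min room temperature, 110 s kinetic read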
TRPC4 potent – allosteric potentiators of mouse TRPC4 channel | HEK293 TRPC4beta/mu-opioid, DAMGO EC20, Fluo-4 Ca2+ flux; hits give high values | B-score at 10 µM | 310,000 tested, 0.42% active | AID 2227;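 active means B-score of calcium response area above 5 SD of library B-scores, with initial fluorescence ratio within 5 SD of library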;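 further: B-score of integrated fluorescence ratio over time as area under calcium response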
SKKanGAS inh – inhibitors of SKKanGAS S. pyogenes growth in kanamycin (SK-promoter or general growth effect); BacTiter-Glo, 6 h; inhibition, % at 7.5 µM; 300,000 tested, 1.3% active; AID 1662;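 active means mean replicate score, as percent of positive control median, at least 50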;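 further: strain carries kanamycin resistance gene driven by streptokinase promoter and grows in 40 µg/ml kanamycin; loss of luminescence reflects streptokinase promoter inhibition or plain growth inhibition; 0% = median of DMSO wells and 100% = positive control at its reference dose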
TRPC6 inhibitor – inhibitors of mouse TRPC6 channel. 310,000 tested, 1.1% active. B-score at 10 µM. Q61143. AID 2553. HEK293-TRPC6, membrane potential dye, ACh-evoked depolarization; hits give low values;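 active means B-score under library mean minus 3 SD, initial fluorescence not abnormally high, positive integrated signal ratio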;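 further: B-score derived from integrated fluorescence ratio over the kinetic read; more negative B-score means stronger inhibition of depolarization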
Target sequence (Q61143 whole entry, looked up): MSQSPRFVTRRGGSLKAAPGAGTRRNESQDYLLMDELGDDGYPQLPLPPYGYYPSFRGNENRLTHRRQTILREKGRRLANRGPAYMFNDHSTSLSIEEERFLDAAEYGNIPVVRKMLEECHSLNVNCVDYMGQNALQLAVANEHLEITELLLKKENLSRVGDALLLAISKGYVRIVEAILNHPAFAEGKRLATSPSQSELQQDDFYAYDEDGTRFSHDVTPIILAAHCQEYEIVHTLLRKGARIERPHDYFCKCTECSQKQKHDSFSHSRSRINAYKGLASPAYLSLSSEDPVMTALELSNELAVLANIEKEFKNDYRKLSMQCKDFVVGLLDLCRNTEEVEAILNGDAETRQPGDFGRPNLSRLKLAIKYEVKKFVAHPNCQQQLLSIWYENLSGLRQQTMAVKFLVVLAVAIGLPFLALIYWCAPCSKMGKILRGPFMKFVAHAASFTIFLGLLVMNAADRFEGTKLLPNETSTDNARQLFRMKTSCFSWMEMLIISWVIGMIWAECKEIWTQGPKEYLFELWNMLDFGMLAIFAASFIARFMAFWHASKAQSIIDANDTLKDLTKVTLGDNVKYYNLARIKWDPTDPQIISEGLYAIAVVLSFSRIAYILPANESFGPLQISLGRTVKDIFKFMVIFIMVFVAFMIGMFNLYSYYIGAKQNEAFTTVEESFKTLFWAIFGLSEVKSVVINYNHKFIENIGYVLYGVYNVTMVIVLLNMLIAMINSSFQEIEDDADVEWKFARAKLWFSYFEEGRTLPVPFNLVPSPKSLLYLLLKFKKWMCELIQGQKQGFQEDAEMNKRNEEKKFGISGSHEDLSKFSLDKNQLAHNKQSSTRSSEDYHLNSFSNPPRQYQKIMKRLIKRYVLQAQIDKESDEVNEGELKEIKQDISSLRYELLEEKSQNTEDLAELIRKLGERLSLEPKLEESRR
MrgX1 antagonist – human MrgX1 receptor antagonism, primary screen; Q96LB2; MRGX1-HEK293 calcium flux, Fluo-4, BAM8-22 antagonism; hits give low values; B-score at 10 µM; 310,000 tested, 1.3% active;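 active means calcium-response B-score plate-corrected more than 3 library SD below zero, starting fluorescence within 5 deviations, no agonist response on first addition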;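 further: peak minus trough fluorescence over baseline after final BAM8-22 challenge near maximal dose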
aSyn 5UTR inh – MLPCN primary screen, SNCA 5' untranslated region; alpha-synuclein 5'UTR reporter, inhibitor activity; inhibition, % (tested at 7.5 µM); 300,000 tested, 0.82% active; in the data active means inhibition above about 60%;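 further: H4 neuroglioblastoma cells stably carrying SNCA 5'UTR luciferase fusion; 0% = DMSO wells and 100% = positive control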
TRPC6 act – activates the mouse TRPC6 cation channel | 310,000 tested, 0.13% active | B-score at 10 µM | HEK293-TRPC6 membrane potential dye fluorescence; hits give high values;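 active means B-score of the integrated fluorescence ratio above library mean plus 3 SD, and starting fluorescence ratio within library mean plus 5 SD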;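 further: higher score means more depolarization so channel activation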
* marks the source's active call; other numbers are inactive results; i = inactive; x = no result given.

SMILES | TRPC4 block | IEC-6 tox | KLF5 inhibitor | HIF activator | TRPC4 agonist | TRPC4 potent | SKKanGAS inh | TRPC6 inhibitor | MrgX1 antagonist | aSyn 5UTR inh | TRPC6 act
O=C(c1n[nH]c(=O)c2ccccc12)N1CCN(c2ccccc2Cl)CC1 | i | -1 | -4 | 0.7 | i | i | 3 | i | i | -3 | i
COc1ccccc1C(=O)NNC(=O)c1sccc1-n1cccc1 | i | 1 | 9 | -0.2 | i | i | -4 | i | i | -39 | i
Cc1nc(CCNC(=O)c2ccccc2)cs1 | i | 0 | -42 | 0.4 | i | i | -2 | i | i | -10 | i
COc1ccc(CNc2nc3c(c(=O)[nH]c(=O)n3C)n2Cc2ccccc2C)cc1 | i | 2 | -3 | -0.3 | i | i | 0 | i | i | 30 | i
CCC(=O)Nc1c2c(nn1-c1cccc(Cl)c1)CSC2 | i | -1 | -17 | -0.1 | i | i | 3 | i | i | 13 | i
CCOC(=O)c1cc(/C(C)=N/OC(=O)c2ccc(Cl)cc2)on1 | i | -2 | -14 | x | i | i | -12 | i | i | x | i
COc1ccc(CN2CCN(Cc3cc4ccccc4o3)CC2CCO)cc1C (stereo unspecified) | i | 4 | -9 | 0.2 | i | i | 13 | i | i | 13 | i
CCN(CC)C(=O)Cn1cc(S(=O)(=O)CC(=O)Nc2ccc(F)cc2)c2ccccc21 | i | 2 | -32 | -0.4 | i | i | 3 | i | i | 19 | i
CCOC(=O)C(C)(C)NS(=O)(=O)c1ccc(Cl)c([N+](=O)[O-])c1 | i | -3 | 3 | 1.6 | i | i | 5 | i | i | -12 | i
O=C(/C=C/c1ccco1)Nc1ccccc1N1CCCCC1 | i | -5 | -7 | -0.1 | i | i | -4 | i | i | 13 | i
CCc1noc(C)c1C(=O)NNC(=O)c1nn(CC)c(=O)c2ccccc12 | i | x | x | -0.5 | i | i | -13 | i | i | -1 | i
Nc1nc(C23CC4CC(CC(Cl)(C4)C2)C3)cs1 | i | 1 | -12 | -0.2 | i | i | 1 | i | i | -8 | i
Nc1nc(Nc2cccc(F)c2)nc(NCc2ccco2)c1[N+](=O)[O-] | i | 0 | -40 | -0.1 | i | i | -5 | i | i | 29 | i
Cc1cc(C(F)(F)F)c2c(n1)sc1c(O)cc(=O)[nH]c12 | i | 5 | -28 | -0.2 | i | i | 50* | i | i | 11 | i
Cc1ccc(C(=O)N/C(=C/c2ccccc2)C(=O)NC(Cc2ccccc2)C(=O)O)cc1 (stereo unspecified) | i | -3 | -6 | -0.1 | i | i | 15 | i | i | 16 | i
O=C(CC1Sc2ccccc2NC1=O)Nc1cccc(C(=O)O)c1 (stereo unspecified) | i | -5 | -10 | 0.2 | i | i | -2 | i | i | 7 | i
CCOC(=O)N1CCN(C(=O)c2cc(COc3cccc(C(F)(F)F)c3)on2)CC1 | i | 4 | -91 | 2.2 | i | i | 17 | i | i | -92 | i
CCCCCNc1nc(NCCCO)c(C#N)c2c1CN(C)CC2 | i | 0 | -15 | 0.5 | i | i | -2 | -5.6* | i | -6 | i
Oc1ccc(NCc2ccc(OCc3ccccc3)cc2)cc1 | i | -7 | -97 | -18 | i | i | 9 | i | i | -100 | i
COc1ccccc1-n1c(SCC(=O)N2CCCCC2)nc2cccnc21 | i | 2 | -16 | -0.4 | i | i | -1 | i | i | 12 | i
O=C(c1ccncc1)N(c1ccc2oc3c(c2c1)CCCC3)S(=O)(=O)c1cccc([N+](=O)[O-])c1 | i | -4 | 3 | -1.3 | i | i | -9 | i | i | 12 | i
Cc1ccc(NC(=O)c2ccc(S(=O)(=O)NCc3cccnc3)cc2)c(C)c1 | i | -2 | -14 | -0.3 | i | i | 4 | i | i | -5 | i
CCOC(=O)N1CCN(C(=O)C2CCN(S(=O)(=O)c3cc(C)ccc3OC)CC2)CC1 | i | 0 | -11 | 0.3 | i | i | -1 | i | i | -15 | i
COc1ccc(/C=C(/NC(=O)c2ccco2)C(=O)N2CCCCCC2)cc1OC | i | 2 | -49 | -0.6 | i | i | -1 | i | i | 20 | i
Cn1nc(C(F)(F)F)cc1-c1ccc(S(N)(=O)=O)s1 | i | -6 | -114 | 1.8 | i | i | -6 | i | i | -123 | i
O=C(c1cccs1)N(Cc1ccc(F)cc1)C1CCS(=O)(=O)C1 (stereo unspecified) | i | -5 | -23 | 0.6 | i | i | -1 | i | i | -37 | i
COc1ccc(CNc2cc([N+](=O)[O-])ccc2OC)cc1 | i | 6 | -1 | 0.3 | i | i | 2 | i | i | 14 | i
CN(C)N1C(N)=C(C#N)C(c2ccccc2)C2=C1CC(C)(C)CC2=O (stereo unspecified) | i | 1 | -12 | -1.4 | i | i | -3 | i | i | 8 | i
COC(=O)c1cc(=O)nc2sc(-c3ccccc3)nn12 | i | 9 | -5 | -0.2 | i | i | 1 | i | i | 14 | i
CN1C(=S)SC(/[N+]([O-])=C\c2ccco2)C1(C)C (stereo unspecified) | i | -2 | 1 | 0.2 | i | i | -3 | i | i | 12 | i
Cc1nc2nc(SCC(=O)O)nn2c(C)c1Cc1ccccc1Cl | i | 1 | -24 | -0.2 | i | i | 2 | i | i | 0 | i
COc1ccc(NC(=O)c2oc3ccccc3c2C)c(OC)c1 | i | 5 | -17 | 3.1 | i | i | -4 | i | i | -216 | i
O=C1NC2(CCCCC2)N(C(=O)c2ccccc2)C2=C1CCCC2 | i | -4 | 4 | -0.9 | i | i | 8 | i | i | -5 | i
O=C(O)c1coc2ccccc12 | i | -12 | 5 | -0.2 | i | i | -4 | i | i | 3 | i
Cc1ccc(-c2c(C)c(-c3ccc(F)cc3)nc(N)c2C#N)o1 | i | -3 | -8 | 0.2 | i | i | -6 | i | i | 22 | i
O=C1NCCc2cc3c(cc21)OCO3 | i | -1 | -32 | 1.0 | i | i | -2 | i | i | -3 | i
CCCCCCn1c(NCC)nc2c1c(=O)n(C)c(=O)n2C | i | 16 | -15 | 1.0 | i | i | -3 | i | i | -11 | i
Cc1oc(-c2cccc(Cl)c2)[n+]([O-])c1C | i | -9 | -25 | -27 | i | i | 1 | i | i | -4 | i
Cn1ccnc1Sc1ccc(C(N)=O)cc1[N+](=O)[O-] | i | -3 | -19 | -0.2 | i | i | 3 | i | i | 21 | i
Cc1nc2ccccc2c(=O)n1NC(=O)COc1ccccc1 | i | -3 | 24 | -0.1 | i | i | -4 | i | i | -7 | i
Cc1nn(Cc2ccc([N+](=O)[O-])cc2)c(=O)n1-c1ccccc1Cl | i | -2 | -14 | 0.2 | i | i | 5 | i | i | -6 | i
CCCOc1ccc(/C=C/C(=O)NC2CCCCC2)cc1 | i | -1 | -39 | 0.4 | i | i | 0 | i | i | -43 | i
CCCCn1c(N)c(N(CCC(C)C)C(=O)C2=NN(c3cc(C)ccc3C)C(=O)CC2)c(=O)[nH]c1=O | i | x | x | 0.5 | i | i | -1 | i | i | 0 | i
CCOC(=O)c1cnc2ccc(C)cc2c1Sc1ccccc1C(=O)OC | i | 4 | -9 | 0.0 | i | i | 4 | i | i | -25 | i
CSc1nc(C)[nH]c(=O)c1C#N | i | -5 | -21 | -0.4 | i | i | 4 | i | i | 16 | i
Cc1cc(S(=O)(=O)Nc2ccc(C(=O)NCCCN3CCCC3=O)cc2)ccc1F | i | x | x | -1.0 | i | i | -2 | i | i | 4 | i
O=C1CN(C(=O)CSc2nnc(Nc3ccccc3)s2)c2ccccc2N1 | i | -5 | -26 | 1.0 | i | i | -22 | i | i | -2 | i
CCOC(=O)C1(CCc2ccccc2)CCN(C(=O)c2cccc(C)n2)CC1 | i | 1 | -19 | 0.2 | i | i | 1 | i | i | -23 | i
COc1ccc(-c2nc3c4c(ncn3n2)-c2ccccc2CC42CCCC2)cc1 | i | -8 | -6 | 2.4 | i | i | 20 | i | i | 35 | i
Cc1ccc(Nc2nc(N)nc(CN3CCc4ccccc4C3)n2)cc1 | i | -1 | -3 | 0.3 | i | i | 17 | i | i | -6 | i
COC(=O)/C=c1\sc2ncnn2c1=O | i | -2 | -12 | 0.1 | i | i | -3 | i | i | -32 | i
O=Cc1cc2ccccc2nc1SCCCF | i | 0 | -2 | 0.1 | i | i | -17 | i | -5.8* | -13 | i
CC(C)CSc1n[nH]c(N)n1 | i | 3 | -43 | -0.3 | i | i | -21 | i | i | 10 | i
Cc1ccc([N+](=O)[O-])cc1S(=O)(=O)Nc1ccc(OCC(=O)N2CCOCC2)cc1 | i | 7 | -25 | -0.2 | i | i | -1 | i | i | -26 | i
CN(C)/C=N/c1nc2nccc(-c3cccc(Cl)c3)n2n1 | i | 4 | 2 | 0.0 | i | i | -7 | i | i | 9 | i
CC(C)(CC(=O)O)CC(=O)N1CCN(c2cc(C(F)(F)F)nc3ccccc23)CC1 | i | -4 | -12 | -20 | i | i | 0 | i | i | 15 | i
Cc1cc(NCc2ccccn2)n2nc(C)c(-c3ccc(Cl)cc3)c2n1 | i | 12 | -6 | x | i | i | 81* | i | i | x | i
COC(=O)C(NNc1ccccc1)(NC(=O)c1ccccc1F)C(F)(F)F (stereo unspecified) | i | -2 | -8 | 0.5 | i | i | 0 | i | i | -6 | i
Cc1cc(OCC(=O)NCCc2c[nH]c3ccccc23)c2c(C)c(C)c(=O)oc2c1 | i | 1 | -46 | 0.0 | i | i | 32 | i | i | 8 | i
NC(=S)Nc1cccc2cccnc12 | i | 12 | -26 | -0.2 | i | i | -3 | i | i | -12 | i
Remaining list, next part:
SMILES | TRPC4 block | IEC-6 tox | KLF5 inhibitor | HIF activator | TRPC4 agonist | TRPC4 potent | SKKanGAS inh | TRPC6 inhibitor | MrgX1 antagonist | aSyn 5UTR inh | TRPC6 act
Cc1ccc(C)n1CCN1CCN(C(=O)c2ccco2)CC1 | i | -1 | -20 | 0.0 | i | i | 6 | i | i | -24 | i
O=S(=O)(c1ccc(Cl)cc1)n1c(Cc2ccccc2)nc2ccccc21 | i | -1 | -23 | 0.4 | i | i | 3 | i | i | -14 | i
NC(=O)[C@@H]1CCCN1C(=O)c1cc(COc2ccc(F)cc2F)on1 | i | 4 | -14 | -0.1 | i | i | 0 | i | i | -7 | i
O=C1C2CC=C(Cl)CC2C(=O)N1CCC[n+]1cccc2ccccc21 (stereo unspecified) | i | 4 | -2 | 0.7 | i | i | 2 | i | i | 4 | i

Screening data as filed in PubChem.
